Tb PYK inh = inhibitors of Trypanosoma brucei pyruvate kinase. AID 624173. 0.12% of 410,000 active. Potency, µM (titrated, usually from 76.8 µM), for the others: at the top dose activity, negative = inhibition, most hits filed as inhibitors. TbPYK enzyme, Kinase-Glo Plus ATP luminescence, 45 min; note: nearly all actives have a fitted effect of over 50% in size
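ADP (130 uM final) triggers the TbPYK reaction after compound addition; incubation is 45 min at room temperature. Kinase-Glo Plus is then added and luminescence imaged. Normalized data are fitted to concentration-effect curves.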
HCV inh = HCV inhibition; Potency, µM (series often up to 41.8 µM), without a hit: at the top dose activity change, negative = inhibition, actives largely listed as inhibitors; AID 651820; Huh7.5.1 HCVcc-Cre infection, luciferase reporter, 44 h; 3.4% of 340,000 active
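1,000 cells/well; 4 h culture; + compound; + HCVcc-Cre (~0.5 moi); 44 h; luciferase substrate, RT 15 min; read 15 sec.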
Pf growth 48h = P. falciparum growth inhibition at 48 hours (one generation); P. falciparum luciferase growth in erythrocytes, 48 h; Potency, µM (doses to about 28.7 µM), for inactives: at the top dose activity change, negative = inhibition, actives largely listed as inhibitors; 5.9% of 310,000 active; AID 504832
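Read-out is firefly luciferase luminescence from an integrated reporter in P. falciparum, so falling signal marks reduced parasite growth. Infected erythrocytes were at 2% hematocrit and 0.1% parasitemia (final) in Albumax-supplemented RPMI 1640.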
LmPK inhibitor = blocks Leishmania mexicana pyruvate kinase activity; Q27686; purified LmPK, Kinase-Glo ATP luminescence, 1 h; Potency, µM (doses to about 57.5 µM), for inactives: at the top dose activity change, negative = inhibition, most hits filed as inhibitors; 0.37% of 290,000 active; AID 1721
Target sequence (Q27686 whole entry, looked up): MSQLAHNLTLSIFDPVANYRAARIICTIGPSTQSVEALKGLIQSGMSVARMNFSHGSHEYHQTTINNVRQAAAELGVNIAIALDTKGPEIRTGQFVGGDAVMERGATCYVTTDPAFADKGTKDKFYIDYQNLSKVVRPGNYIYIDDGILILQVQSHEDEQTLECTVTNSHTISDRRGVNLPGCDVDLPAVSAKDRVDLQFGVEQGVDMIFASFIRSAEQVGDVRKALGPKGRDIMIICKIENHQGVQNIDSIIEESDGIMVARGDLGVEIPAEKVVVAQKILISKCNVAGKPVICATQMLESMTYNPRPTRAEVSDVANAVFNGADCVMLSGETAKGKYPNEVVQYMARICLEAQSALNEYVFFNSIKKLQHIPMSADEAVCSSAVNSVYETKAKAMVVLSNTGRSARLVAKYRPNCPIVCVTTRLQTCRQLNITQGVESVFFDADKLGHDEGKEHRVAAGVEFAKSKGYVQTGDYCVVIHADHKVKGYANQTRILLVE
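Purified LmPK (0.1 nM) converted ADP (0.1 mM) to ATP with PEP (0.5 mM) in imidazole buffer pH 7.2 with KCl and MgCl2, 1 h at room temperature. ATP was read by Kinase-Glo luminescence; data normalized to uninhibited and no-enzyme controls.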
Sm TGR inh = S. mansoni TGR enzyme inhibition. Q962Y6. Potency, µM (titrated, usually from 114 µM), inactives show at the highest dose activity change, negative = inhibition, usual class: inhibitors. 3% of 360,000 active. purified TGR, DTNB reduction, TNB absorbance 405 nm; note: nearly all actives have a fitted effect of over 60% in size
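Kinetic colorimetric format: TGR-catalysed, NADPH-driven DTNB reduction monitored via TNB absorbance. Enzyme dispensed at 20 nM; compound exposure 15 min at room temperature before reaction start.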
Pf growth 96h = inhibits malaria parasite growth, 96 h | P. falciparum luciferase reporter growth, 96 h | Potency, µM (top dose mostly 28.7 µM), for inactives: top-dose activity change, negative = inhibition, usual class: inhibitors | 6.9% of 320,000 active
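Erythrocytes infected with luciferase-expressing P. falciparum were dispensed at 2% hematocrit and 0.05% parasitemia (final), then incubated with compounds 96 hours at 37 C in 5% CO2. Luminescence after detection reagent addition reported growth.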
Starred values were filed as active, the others as inactive; ? = inconclusive; . = not tested or not shown; [ ] = remark or other dose. Calls come from the whole dose curve; as a rule, active = well fitted curve in the direction sought with a large enough effect; inconclusive = small, poorly fitted or top-dose-only effect, or another doubt; inactive = no such curve, though single readings can be large; an effect the other way counts as inactive or inconclusive. % is set by controls: 0 for no effect and ±100 for the full control effect; potency is the fitted concentration of half-maximal effect.

SMILES | Tb PYK inh | HCV inh | Pf growth 48h | LmPK inhibitor | Sm TGR inh | Pf growth 96h
Cc1cc(=O)[nH]c(SCCOc2ccc(OC(C)C)cc2)n1 | -3% | -3% | 72%[activator] | -20% | -1% | 1%
O=C(NCCCn1ccnc1)c1cccc(Cl)c1 | 0% | 23% | -8%[0.00184 µM] | 3% | -9% | -7%
COc1ccc(CCC(=O)N2c3ccccc3CC2C)cc1 (configuration not stated) | 0% | ? | 13% | 5% | -2% | 0%
Cc1cc(C)c2nc(NNC(=O)c3ccc(S(=O)(=O)N4CCc5ccccc5C4)cc3)sc2c1 | -27% | 4.5µM* | 2.3µM* | 2% | 4% | 3.7µM*
O=C1C=C(NNC(=O)c2ccncc2)CC(c2ccccc2)C1 (configuration not stated) | 3% | 17% | ? | 6% | -17% | ?
Cc1ccc2[nH]c(C(=O)N/N=C/c3ccc([N+](=O)[O-])cc3)c(C)c2c1 | 4% | ? | 13% | 0% | -9% | 14%
CCOCCCNC(=O)c1ccc2c(c1)N(CC)C(=O)c1ccccc1S2=O (configuration not stated) | 6% | -3% | 9% | 9% | 2% | -2%
CCN(C(=O)COC(=O)/C=C/c1ccccc1[N+](=O)[O-])C1CCS(=O)(=O)C1 (configuration not stated) | 2% | 21% | 1% | 2% | 3% | 3%
COCCN1CCN(C(=O)c2ccc3oc(CCc4ccccc4)nc3c2)CC1 | 2% | . | 27% | -1% | -26% | -17%
O=C(O)c1ccc(COc2ccc([N+](=O)[O-])cc2)o1 | -4% | 13% | 35%[activator] | 1% | -14% | 235%[activator]
CCc1c(C)nc(SCC(=O)Nc2nc(-c3ccc(OC)cc3)cs2)[nH]c1=O | 1% | 9% | -3% | 4% | . | ?
Cc1nc2c(ccc3nc(NC(=O)C4CC4)sc32)s1 | 0% | 11% | 35%[activator] | -1% | 7% | 10%
O=C(CSc1ccc2nnc(CCNC(=O)c3ccccc3)n2n1)Nc1ccccc1F | 0% | ? | ? | 3%[11.5 µM] | 7% | ?
CCCn1c2c(c(=N)c3c1CCC3)CCC2 | -8% | ? | 0.37µM* | 0% | -3% | ?
CC(=C1C(=O)c2ccccc2C1=O)N1CCC(C(N)=O)(N2CCCCC2)CC1 | -2% | -26% | 2% | 8% | 32µM* | .
O=C(NCCc1cnc[nH]1)c1cccs1 | -3% | 15% | ? | 2% | 5% | 67%[activator]
C=CCn1c(SCC(=O)O)nnc1-c1ccc(C(C)(C)C)cc1 | ? | 5% | 10% | -9% | -15% | 3%
Nc1cc(C(=O)O)ccc1Nc1ccccc1 | 2% | 2% | 32%[activator] | -9% | -13% | 12%
COc1ccccc1-c1nnc2sc(COc3ccccc3)nn12 | -1% | -25% | ? | 6% | 0% | -15%
CC1(c2ccc(OC(F)F)cc2)NC(=O)N(/N=C/c2c(O)ccc3ccccc23)C1=O (configuration not stated) | -1% | -3% | 13% | -1% | 2% | 70%[activator]
CCn1c(SCc2nc3scc(-c4ccccc4)c3c(=O)[nH]2)nnc1-c1ccc(Cl)cc1 | 0% | -2% | -20% | 0% | -6% | 0%
O=C1[C@H]2[C@@H](/C=C/c3ccccc3)N3C(=O)CN(Cc4ccccn4)C(=O)[C@@]3(Cc3ccccc3)[C@H]2C(=O)N1c1ccccc1 | -2% | 9% | -7% | 0% | 10% | 7%
O=C(NCc1ccc(Cl)cc1)C1CCC(CNc2c(N3CCOCC3)c(=O)c2=O)CC1 (configuration not stated) | -2% | 11% | ? | 7% | 2% | ?
Cc1ccc(SCc2cc(=O)[nH]c(/N=C(\N)Nc3ccc(C)c(C)c3)n2)cc1 | 8% | 3% | 8% | 8% | 13% | 36%[activator]
O=[N+]([O-])c1cccc(-c2nnc3cccc(Cl)n23)c1 | -2% | 0% | 0%[0.00184 µM] | -1% | 1% | 26%
NC1=NC[C@H](Cc2ccccc2)N1CCc1cc(C(F)(F)F)cc(C(F)(F)F)c1 | -9% | -14% | 3.3µM* | -3% | 13% | ?
Cc1ccc(COC(=O)c2ccc3ccccc3n2)cc1 | -6% | 4% | 6% | 1% | 0% | 10%
COc1ccc(N(C(=O)Cn2nnc(-c3ccccc3F)n2)C(C(=O)NCC2CCCO2)c2ccc(Cl)cc2)cc1 (configuration not stated) | -1% | 4% | 0% | -3% | -2% | 42%[activator]
Cn1c(=O)c2c(SCC(=O)N3CCOCC3)nc(C3CCCCC3)nc2n(C)c1=O | . | . | -3% | -2% | 17% | -10%
O=C(Nc1cc(S(=O)(=O)N2CCCCC2)ccc1N1CCOCC1)c1cc(=O)[nH]c2ccccc12 | -3% | -23% | ? | -3% | 1% | 8.3µM*

Profiles, quoted from the list:
Results for C=CCn1c(SCC(=O)O)nnc1-c1ccc(C(C)(C)C)cc1 : Tb PYK inh: ?; HCV inh: 5%; Pf growth 48h: 10%; LmPK inhibitor: -9%; Sm TGR inh: -15%; Pf growth 96h: 3%
Results for Cc1ccc(SCc2cc(=O)[nH]c(/N=C(\N)Nc3ccc(C)c(C)c3)n2)cc1 : Tb PYK inh: 8%; HCV inh: 3%; Pf growth 48h: 8%; LmPK inhibitor: 8%; Sm TGR inh: 13%; Pf growth 96h: 36%[activator]
Results for O=[N+]([O-])c1cccc(-c2nnc3cccc(Cl)n23)c1 : Tb PYK inh: -2%; HCV inh: 0%; Pf growth 48h: 0%[0.00184 µM]; LmPK inhibitor: -1%; Sm TGR inh: 1%; Pf growth 96h: 26%

(further entries)
SMILES | Tb PYK inh | HCV inh | Pf growth 48h | LmPK inhibitor | Sm TGR inh | Pf growth 96h
Cc1ccc(NC(=O)C2=CCN(S(=O)(=O)c3ccc(F)cc3)CC2)cc1 | -11% | 12%[8.37 µM] | -29% | -1% | -1% | 0%
COCCCn1c(=O)/c(=C\c2ccccc2OC(F)F)s/c1=C(/C#N)C(=O)N1CCOCC1 | 4% | -37% | 0% | 14% | 3% | ?
Cc1ccc(O)c(C(=O)c2cc(C#N)c(=O)n(Cc3ccccc3)c2)c1 | -6% | ? | -12% | 5% | -9% | 7%
COC(=O)CCNCCSc1nnc(-c2ccco2)n1Cc1ccccc1 | 11% | 9% | -13% | 2% | -6% | -9%
CC(C)OCCCNC(=O)CN1CCN(Cc2ccccc2Cl)C1=O | -22% | 10% | . | 7% | 5% | 7%
CN=c1scc(-c2cc(OC)ccc2OC)n1/N=C/c1c(C)[nH]c2ccccc12 | -3% | ? | ? | 0% | -12% | 6.6µM*
Cc1nc2ccc(S(=O)(=O)NCC(=O)N3CCCCC3)cc2s1 | -14% | 22% | 9% | -4% | -2% | .
COc1ccc(CNc2nccs2)cc1 | 1% | 14% | 12% | 2% | -20% | ?
CCN(CC)CCN1C(=O)c2ccccc2NC1c1cc(OC)c(OC)c(OC)c1 (configuration not stated) | 0% | -1% | -21% | -1% | -12% | 25%
CN(N)c1nc2ccccc2nc1C(F)(F)F | -20% | -12% | 2% | 1% | 12% | 56%[activator]
COc1ccc(OC)c(N(CC(=O)NCc2ccccc2)S(=O)(=O)c2ccc(OC)c(OC)c2)c1 | 1% | 14% | -20% | -11% | 25µM* | -15%
CCOc1ccccc1-n1nnnc1SCC(=O)O | 2% | 9% | 99%[activator] | 0% | 6% | 44%[activator]
CC(Cn1cncn1)NC(=O)c1cc(COc2cccc(C(F)(F)F)c2)on1 (configuration not stated) | -8% | 19% | -13% | -3% | -2% | 15%
c1ccc(NC(=NCc2ccco2)c2ccccc2)cc1 | 4% | 11% | 4% | -3% | 7% | ?
COc1ccc(CNCCc2c(C)[nH]c3ccc(OC(F)(F)F)cc23)c(OC)c1 | -13% | 18µM* | 5.2µM* | -3% | -15% | ?

Grouped by structure: the compounds so far containing a cyano group
SMILES | Tb PYK inh | HCV inh | Pf growth 48h | LmPK inhibitor | Sm TGR inh | Pf growth 96h
COCCCn1c(=O)/c(=C\c2ccccc2OC(F)F)s/c1=C(/C#N)C(=O)N1CCOCC1 | 4% | -37% | 0% | 14% | 3% | ?
Cc1ccc(O)c(C(=O)c2cc(C#N)c(=O)n(Cc3ccccc3)c2)c1 | -6% | ? | -12% | 5% | -9% | 7%

More results.
SMILES | Tb PYK inh | HCV inh | Pf growth 48h | LmPK inhibitor | Sm TGR inh | Pf growth 96h
O=C(Nc1nccs1)c1cc(Cl)ccc1[N+](=O)[O-] | -11% | -6% | 1% | -2% | -1% | .
CN1/C(=C/C(=O)C2CCC2)Sc2ccccc21 | 6% | ? | 153%[activator] | -28% | 0% | 3%
COc1cc(Br)cc(-c2nc3c(c(=O)[nH]c(=O)n3Cc3ccccc3)n2C)c1O | -14% | 7% | ? | 1% | ? | 9%
Cc1ccc(CCNS(=O)(=O)c2cc3c(cc2C)n(C)c(=O)c(=O)n3C)cc1 | -3% | -16% | -12% | 0% | 7% | -3%
O=C(Nc1ccc(Cl)c(Cl)c1)N1CCCCCC1 | 1% | -12% | 60%[activator] | -3% | 12% | 40%[activator]
Cc1ccc(CN(Cc2cccnc2)C(=O)CN2C(=O)COc3ccccc32)o1 | ? | 1% | 5% | 5% | 10µM* | 50%[activator]
Cc1noc(C(=O)NC2CCCCC2)c1Cl | -12% | -8% | 0% | -2% | 1% | 52%[activator]
COc1ccc(/C=C2\SC(=S)N(CCC(=O)Nc3ccc(C(=O)O)cc3)C2=O)cc1 | 5% | 10% | 29% | 4% | 8% | 4%
Cc1ccc(NC(=S)N(CCCN2CCN(C)CC2)Cc2cccs2)cc1 | -4% | ? | ? | -1% | -7% | 38%[activator]
COc1ccc(C(=O)NC(=S)Nc2ccc(N3CCCC3)cc2)cc1OC | -6% | 10% | 3% | 4% | -31% | -19%
CC1CC(C)(C)CC2(C1)NC(=O)N(CC(=O)OCc1ccc(Br)cc1)C2=O (configuration not stated) | 5% | 2% | -9% | . | -2% | 31%[activator]
Cc1cccc(Nc2n[nH]c(=S)s2)c1C | ? | 7% | 13% | -3% | -7% | -24%
O=C(CN(Cc1ccc2c(c1)OCO2)C(=O)CNS(=O)(=O)c1ccccc1)NCC1CCCO1 (configuration not stated) | -3% | 19% | -2% | -2% | 4% | ?
CCN(C(=O)c1cc2c(=O)[nH]c3ccc(C)cc3c2s1)c1ccc(OC)cc1 | 1% | ? | ? | -1% | 14% | 5.2µM*
CCCCCCN=C(C)c1c(O)n(Cc2ccccc2)c(=O)[nH]c1=O | -21% | 5% | 0% | 2% | 5% | .
CC(=O)Nc1ccc(C#Cc2ccc(NC(C)=O)cc2)cc1 | 6% | -6% | 47%[activator] | 2% | 5% | 72%[activator]
Cc1ccc(C)c2sc(NC(=O)c3ccc(N4C(=O)CCC4=O)cc3)nc12 | 7% | ? | 49%[activator] | 1% | -6% | 43%[activator]
COc1cccc(C(=O)NCc2ccc3c(c2)OCO3)c1OC | -1% | 6% | -6% | -4% | -8% | ?
Cc1ccc(NC(=O)Cn2c(=O)c3cccn3c3ccccc32)c(C)c1 | -7% | -1% | ? | 4% | -1% | ?
Cc1cc(C(=O)NC2Cc3ccccc3C2)c(C)o1 | -2% | 2% | 171%[activator] | 1% | -29% | 276%[activator]
COCc1cc(=O)[nH]c(/N=C(\N)Nc2ccc(C)cc2C)n1 | 5% | 13% | 34%[activator] | -4% | 14% | 20%
COc1cccc(N(CC(=O)N2CCN(C)CC2)S(=O)(=O)c2ccc(C)cc2)c1 | 4% | 12% | -10% | 8% | 17% | 12µM*
COc1ccc(NC(=S)N(CCCN2CCOCC2)Cc2cn(C)c3ccccc23)cc1OC | 7% | ? | ? | 0% | 3% | 4.1µM*
C=CCC(C(=O)NC(C)c1ccccc1)C(=O)NC(C)c1ccccc1 (configuration not stated) | 0% | 20% | 18% | -1% | -5% | -10%
O=C1c2cccc3cccc(c23)C(=O)N1c1ccc2ncccc2c1 | 1% | -6% | ? | -1% | -7% | -17%

Assay outcomes: PubChem BioAssay, National Center for Advancing Translational Sciences (NCATS)

An unsorted share of the library; overall some 16% were active at least once.
